Screens as filed in PubChem BioAssay.
ARFGAP1 inh: inhibitors of rat ARFGAP1 GAP activity, primary screen, biochemical, fluorescence polarization, GDP tracer. AID 651572, 2012. 360,000 compounds, 0.26% hits. Arfgap1-stimulated ARF1 GTP hydrolysis, GDP FP detection. inhibition, % at 16.5 µM. ADP-ribosylation factor GTPase-activating protein 1 (Rattus norvegicus), Q62848;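 active means inhibition above a per-plate limit, mean inhibition of low control wells plus 3 SD, cut at about 25% in these data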;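 further: 0% = DMSO wells with enzyme and 100% = wells lacking Arfgap1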
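Material – truncated rat Arfgap1 GAP domain · Buffer or medium – HEPES-based buffer, pH 7.5 · Reagent – human ARF1(Δ1-17)-GTP substrate · Dosing – 16.5 µM single point, 1.26% DMSO · Schedule – GTP hydrolysis reaction 2 h at 25 °C · Technique – GDP detection by fluorescence polarization · Benchmarks – No-Arfgap1 wells (100%) versus DMSO full-reaction wells (0%) · Repeats – single replicate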
PLCg1 inh: PLC-gamma1 enzyme inhibitors, primary screen, biochemical, fluorescence, purified enzyme. 1-phosphatidylinositol 4,5-bisphosphate phosphodiesterase gamma-1 (Homo sapiens), P19174. fluorogenic substrate. inhibition, % at 12.2 µM. 370,000 compounds, 0.84% hits. AID 720700, 2013; in the data active means inhibition above about 9.5%
Target sequence (P19174 whole entry, looked up): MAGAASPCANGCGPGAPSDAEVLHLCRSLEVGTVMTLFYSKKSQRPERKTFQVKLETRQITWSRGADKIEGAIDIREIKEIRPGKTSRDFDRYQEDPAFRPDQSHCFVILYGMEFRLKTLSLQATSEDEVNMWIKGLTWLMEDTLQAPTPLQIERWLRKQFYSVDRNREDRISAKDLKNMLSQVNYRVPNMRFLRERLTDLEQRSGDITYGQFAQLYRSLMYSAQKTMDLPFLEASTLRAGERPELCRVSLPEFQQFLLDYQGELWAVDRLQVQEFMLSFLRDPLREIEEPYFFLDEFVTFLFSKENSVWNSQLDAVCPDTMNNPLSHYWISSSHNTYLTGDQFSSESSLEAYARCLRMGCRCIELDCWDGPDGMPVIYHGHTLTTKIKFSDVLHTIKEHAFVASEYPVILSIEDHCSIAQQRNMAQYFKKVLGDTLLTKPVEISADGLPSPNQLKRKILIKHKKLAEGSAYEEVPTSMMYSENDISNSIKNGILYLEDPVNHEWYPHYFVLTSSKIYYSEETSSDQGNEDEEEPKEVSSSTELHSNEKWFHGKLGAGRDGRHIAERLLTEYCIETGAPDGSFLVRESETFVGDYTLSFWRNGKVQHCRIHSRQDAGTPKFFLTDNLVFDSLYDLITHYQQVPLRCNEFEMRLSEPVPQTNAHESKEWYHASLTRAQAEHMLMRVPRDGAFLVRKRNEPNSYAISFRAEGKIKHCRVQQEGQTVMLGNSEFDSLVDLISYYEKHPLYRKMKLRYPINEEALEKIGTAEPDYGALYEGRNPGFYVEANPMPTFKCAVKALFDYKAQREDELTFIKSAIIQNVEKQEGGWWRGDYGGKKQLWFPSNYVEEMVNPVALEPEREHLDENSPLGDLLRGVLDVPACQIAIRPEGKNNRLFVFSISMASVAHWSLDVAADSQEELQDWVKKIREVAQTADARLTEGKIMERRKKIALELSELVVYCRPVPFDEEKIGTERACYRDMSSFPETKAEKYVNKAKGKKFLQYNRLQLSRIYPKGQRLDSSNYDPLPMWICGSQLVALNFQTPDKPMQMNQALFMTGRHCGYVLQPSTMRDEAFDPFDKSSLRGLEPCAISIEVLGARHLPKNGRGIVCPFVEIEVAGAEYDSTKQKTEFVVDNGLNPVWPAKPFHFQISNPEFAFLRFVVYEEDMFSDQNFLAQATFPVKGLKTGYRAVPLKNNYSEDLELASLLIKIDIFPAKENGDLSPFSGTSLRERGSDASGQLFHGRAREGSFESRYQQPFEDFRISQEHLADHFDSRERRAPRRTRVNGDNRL
Rev-erbA mod: modulators of Rev-erb alpha DNA binding, primary screen, biochemical, FITC-DNA, fluorescence polarization, uHTS. Rev-erbα–FITC-DNA binding, 90 min. activity, % at 10 µM. 370,000 compounds, 0.79% hits. AID 1259318, 2017;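 active means activity above about 14%, limit read from the data; passing the limit was not always enough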;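 further: 0% = DMSO wells with 35 nM protein and 100% = DMSO wells with 750 nM protein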
HGIII-sPLA2 inh: human group III sPLA2 inhibitors, primary screen, biochemical, QFRET, BODIPY PC-A2 liposome substrate. inhibition, % at 12.2 µM. 370,000 compounds, 0.56% hits. QFRET BODIPY PC-A2 liposome hydrolysis, fluorescence. Group 3 secretory phospholipase A2 (Homo sapiens), Q9NZ20;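 active means inhibition above mean plus 3 SD of compounds lying within the high and low control bounds, cut at about 19% in these data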;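 further: 0% = median of test compound wells and 100% = no enzyme DMSO wells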
Tn6 DDE FP: inhibitors of Tn6 peptide binding to fibrin DD(E), primary screen, biochemical, fluorescence polarization, human fibrin, Tn6 probe; AID 720509, 2013; 370,000 compounds, 0.21% hits; Fibrin DD(E) TRITC-Tn6 fluorescence polarization displacement; Fibrinogen beta chain (Homo sapiens), P02675; inhibition, % at 8.3 µM;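 active means inhibition above a per-campaign cutoff: mean of compounds within control limits plus 3 SD, cut at about 15% in these data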;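 further: 0% = median of all compound wells on the plate and 100% = blocking peptide control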
KLK7 zymogen act: proKLK7 zymogen activators, primary screen, biochemical, fluorescence intensity | Kallikrein-7 (Homo sapiens), P49862 | purified proKLK7, EDANS-DABCYL substrate fluorescence; 100% is mature enzyme control, 0% vehicle | activation, % at 7 µM | 370,000 compounds, 0.9% hits;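 active means activation above the mean of all tested compounds plus 3 SD, computed per campaign excluding outliers beyond control limits, cut at about 13% in these data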
PLCb3 inh: human PLC-beta3 inhibitors, primary screen, biochemical, fluorescence; 370,000 compounds, 0.18% hits; Purified PLC-beta3, fluorogenic substrate; AID 720704, 2013; 1-phosphatidylinositol 4,5-bisphosphate phosphodiesterase beta-3 (Homo sapiens), Q01970; inhibition, % at 12.2 µM; in the data active means inhibition above about 11%;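 further: 0% = median of compound wells on plate and 100% = full blocker control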
ASAP1 GAP inh: inhibitors of human ASAP1 ArfGAP activity, primary screen, biochemical, fluorescence polarization | inhibition, % at 16.5 µM | 360,000 compounds, 0.19% hits | Arf-GAP with SH3 domain, ANK repeat and PH domain-containing protein 1 (Homo sapiens), … | AID 624377, 2012 | ASAP1-stimulated ARF1 GTP hydrolysis, GDP FP detection; in the data active means inhibition above about 25%;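 further: 0% = vehicle with enzyme and substrate and 100% = no enzyme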
UHRF1 binding: UHRF1 methylated DNA binding inhibitors, primary screen, counter-screen for MBD2 inhibitor project, biochemical, TR-FRET, human UHRF1, single concentration; 370,000 compounds, 0.75% hits; UHRF1 binding to methylated oligo; E3 ubiquitin-protein ligase UHRF1 (Homo sapiens), Q96T88; inhibition, % at 4.4 µM; in the data active means inhibition above about 21%;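 further: UHRF1 SRA domain binding a hemimethylated CpG hairpin DNA probe; 0% = median of test compound wells and 100% = reference inhibitor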
Tn7 DDE FP: inhibitors of Tn7 peptide binding to fibrin DD(E), primary screen, biochemical, fluorescence polarization, human fibrin, Tn7 probe | Fibrinogen beta chain (Homo sapiens), P02675 | FP displacement of FITC-Tn7 peptide from fibrin DD(E); 0% = median of compound wells per plate | inhibition, % at 8.3 µM | 370,000 compounds, 0.13% hits | AID 720508, 2013;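 active means inhibition above the mean of compounds falling within the control limits plus 3 SD of them, cut at about 14% in these data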;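 further: 0% = plate median of compound wells and 100% = 10 µM Aha-Tn7 peptide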
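system = human fibrin DD(E) protein | quantity = DD(E) 2 µM final | medium = Tris/NaCl/CaCl2 buffer, pH 7.8 | also added = labelled Tn7 tracer, 0.1 µM | compound dosing = single point at 8.3 µM | timing = compound with protein 10 min, then 3 h after probe, room temperature | signal = FP measurement | benchmarks = Aha-Tn7 high control | repeats = one replicate per compound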
Numbers without * were called inactive; / = not tested or not shown. An unsorted share of the library; 4.5% or so of the library scored in one or more.

SMILES | ARFGAP1 inh | PLCg1 inh | Rev-erbA mod | HGIII-sPLA2 inh | Tn6 DDE FP | KLK7 zymogen act | PLCb3 inh | ASAP1 GAP inh | UHRF1 binding | Tn7 DDE FP
O=C(Cn1cc([N+](=O)[O-])ccc1=O)Nc1ccc2c(c1)OCO2 | -9 | 0 | -5 | 5 | 2 | 0.4 | -5 | 3 | -3 | -6
COc1cccc(C2C(C#N)=C(N)N(N(C)C)C3=C2C(=O)CCC3)c1OC (configuration not stated) | -4 | -4 | 1 | 14 | 6 | 0.7 | -18 | -3 | -2 | -6
Cc1ccc(S(=O)(=O)NC(CC(C)C)C(=O)N2CCCCCCC2)cc1 (configuration not stated) | -10 | -3 | -5 | 1 | 1 | 0.6 | -8 | 11 | 0 | 4
Cc1cc(C)n2nc(C(=O)Nc3ccc4c(c3)OCO4)cc2n1 | 0 | -5 | -1 | 1 | 0 | 0.0 | -5 | 15 | -2 | 0
O=C1COc2ccc(C(=O)CSc3nnc(Cc4ccccc4)o3)cc2N1 | -12 | -1 | 18* | -31 | 3 | 0.0 | -13 | 2 | 3 | 5
Cn1ncc([N+](=O)[O-])c1C(=O)N1CCOCC1 | -3 | 0 | 3 | -3 | 10 | -0.6 | 2 | 4 | 3 | -3
COc1ccc(/C=N/NC(=O)CNC(=O)c2ccncc2)cc1OC | 2 | 2 | 4 | 1 | -8 | 0.1 | -3 | 0 | -2 | 8
Cc1nc(C(F)(F)F)ccc1C(=O)N1CCCCCC1(C)C(=O)NCC(C)C (configuration not stated) | -5 | 16* | -6 | 0 | 4 | -0.5 | 7 | 15 | 4 | 5
O=c1c2ccccc2c(-c2ccccc2)nn1-c1ccccn1 | 0 | 3 | 4 | 5 | -1 | -0.4 | -4 | -9 | 0 | 0
CCCCN(c1nc2ccccc2nc1Cl)S(=O)(=O)c1ccc(C)cc1 | 8 | -5 | 2 | 0 | -6 | -0.6 | -10 | 14 | 9 | 2
O=S(=O)(CC(c1ccccc1)N1CCCCC1)c1ccc(Cl)cc1 (configuration not stated) | 10 | 0 | 9 | -3 | -3 | 0.4 | -7 | 1 | -1 | -6
COP(=O)(CC(=O)O)C(CC(C)C)NC(=O)OCc1ccccc1 (configuration not stated) | / | -1 | 3 | 8 | 5 | -0.3 | -1 | / | 0 | 4
CC1CCc2nc3ccccc3c(C(=O)OCC(=O)N(C)C3CCS(=O)(=O)C3)c2C1 (configuration not stated) | -3 | -7 | 1 | -2 | 1 | 0.3 | -15 | -23 | 1 | 8
CCCn1c(O)c(N=Nc2ccc3ccccc3n2)c2ccccc21 | 8 | 3 | 0 | -2 | -2 | -0.1 | 2 | 0 | -3 | -1
OC1CCN(c2c3c(nc4cc(-c5cccc(F)c5)nn24)CCCC3)CC1 | -2 | -109 | -34 | 13 | 1 | 1.0 | -141 | 12 | 4 | 8
CCCSc1nc(SCC(=O)NCc2ccccc2)c2c3c(sc2n1)COC(C)(CC)C3 (configuration not stated) | 9 | 0 | 77* | 5 | 2 | 0.0 | 1 | -3 | 2 | 1
Cc1cccn2c(=O)nc(SCC(=O)NCc3ccccc3Cl)nc12 | 8 | -5 | -2 | 10 | -3 | -0.3 | -12 | -11 | 2 | 1
COc1ccc(S(=O)(=O)N2CCOCC2)cc1C(=O)N(C)CCOc1ccc(Cl)cc1 | -2 | 2 | 1 | 7 | 5 | 0.5 | -6 | -5 | 6 | 8
CCN(CC)S(=O)(=O)c1ccc2c(c1)c(=O)c(C(=O)NCCN(C)CCc1ccccc1)cn2C | -3 | 4 | 2 | -11 | -1 | 0.0 | 5 | -5 | -3 | 0
c1ccc(Cn2c[n+](Cc3ccccc3)cn2)cc1 | -2 | -2 | -8 | -2 | 5 | -0.1 | -6 | -15 | 1 | 11
COCCNCCOc1ccc(C)cc1[N+](=O)[O-] | 1 | 5 | 2 | 0 | 8 | -0.1 | 4 | 9 | 1 | -4
CCOC(=O)/C=C/C(=O)OCC(=O)Nc1c(Cl)cccc1Cl | -4 | 2 | -6 | -1 | 3 | 0.3 | 1 | 12 | 2 | 1
Cc1ccsc1C(=O)N(CC(C)C)c1c(N)n(Cc2ccccc2)c(=O)[nH]c1=O | -6 | 0 | 4 | -4 | -4 | 0.6 | -1 | 11 | -3 | 8
COc1ccccc1OCC(=O)Nc1cc(C)ccc1NC(=O)c1ccco1 | 5 | 0 | 0 | 1 | -6 | -0.2 | -8 | -2 | 3 | 7
CC(OC(=O)c1ccccc1)C(=O)NCCC1=CCCCC1 (configuration not stated) | -5 | 3 | -7 | 0 | -2 | -0.7 | -2 | 0 | -1 | -1
CSc1ccccc1NC(=O)c1ccc([N+](=O)[O-])cc1 | -6 | -1 | 3 | 0 | 0 | 0.0 | 0 | -11 | -5 | -7
FC(F)(F)c1ccccc1Cn1ccc2ccc(-c3ccc4ccn(Cc5ccccc5C(F)(F)F)c4c3)cc21 | / | 0 | 6 | 6 | -2 | -0.2 | -2 | / | 2 | 12
O=C(NCc1cccnc1)C(=O)NCC1CCCO1 (configuration not stated) | 2 | 3 | 5 | 5 | 7 | 0.6 | 1 | -3 | 1 | -6
O=C(CN1CCN(S(=O)(=O)c2ccc3ccccc3c2)CC1)Nc1ccc2c(c1)CCC2 | 6 | 1 | -4 | -16 | -9 | 0.2 | 0 | 2 | 1 | 5
c1ccc(CNc2ncnc3c2oc2ccccc23)nc1 | 9 | -4 | 8 | 7 | 3 | -0.8 | -5 | 13 | 0 | 0
O=C(Nc1cccnc1)c1cc(-c2ccc(F)cc2)on1 | 4 | -1 | 5 | -6 | 2 | 0.3 | -7 | -8 | 1 | -5
CS(=O)(=O)N(CC(=O)N1CCc2ccccc2C1)Cc1ccc(Cl)cc1 | 11 | 4 | -3 | -1 | 9 | -0.2 | 0 | 2 | 0 | 0
O=C(O)C(Cc1ccccc1)n1cnnn1 (configuration not stated) | -12 | 10* | 4 | 6 | -8 | -0.1 | 5 | -4 | -1 | 2
COc1ccc(NC(=O)CSc2nc(C(C)C)nc3c2c(=O)n(C)c(=O)n3C)c(OC)c1 | 9 | 2 | 3 | 7 | 0 | 0.1 | -8 | 12 | 1 | -2
c1ccc(-c2ccccc2OCCCN2CCCCC2)cc1 | 2 | 4 | -4 | -8 | 3 | 0.0 | 7 | -8 | -5 | 12
Cc1ccc(C(=O)c2cc([N+](=O)[O-])ccc2N2CCCCC2)cc1C | -2 | 7 | 3 | 9 | -7 | 0.2 | 2 | -13 | 1 | 3
COc1ccccc1N1CCN(c2cc(C)nc3nc(C)nn23)CC1 | 3 | 2 | -1 | 4 | -2 | 0.2 | -3 | 0 | 2 | -5
Cc1cc(C(=O)NNS(=O)(=O)c2cccc(Cl)c2)nn1C(C)(C)C | 9 | -1 | 0 | -2 | -5 | 0.0 | -4 | -7 | 4 | -6
CC1=C(c2ccc(C)cc2)[N+](=O)C(C)(C)N1[O-] | 6 | 0 | 3 | 0 | 10 | 0.5 | 1 | -11 | -1 | 9
Cc1ccc2c(COC(=O)c3ccc(NC(=O)CC#N)cc3)cc(=O)oc2c1C | 10 | -1 | -3 | 5 | -5 | -0.2 | -9 | 13 | 7 | 2

An excerpt from above, reduced to HGIII-sPLA2 inh.
| Structure | HGIII-sPLA2 inh |
| --- | --- |
| CC1=C(c2ccc(C)cc2)[N+](=O)C(C)(C)N1[O-] | 0 |
| Cc1ccc2c(COC(=O)c3ccc(NC(=O)CC#N)cc3)cc(=O)oc2c1C | 5 |

Following part.
SMILES | ARFGAP1 inh | PLCg1 inh | Rev-erbA mod | HGIII-sPLA2 inh | Tn6 DDE FP | KLK7 zymogen act | PLCb3 inh | ASAP1 GAP inh | UHRF1 binding | Tn7 DDE FP
Cc1cc(NS(=O)(=O)c2ccc(NC(=O)CCSc3ccc(F)cc3)cc2)nc(C)n1 | 3 | 1 | -6 | -13 | 8 | 0.3 | -4 | -8 | 1 | 1
CCOc1ccc(Nc2nc3c(C)cccc3cc2C#N)cc1 | -4 | 4 | 10 | 6 | 4 | -0.5 | -8 | 8 | 0 | -4
CCCN=C1N(CC)C[C@@H]2[C@@H]3C(=O)N(C)C(=O)[C@@H]3[C@](C)(C(=O)OC)N12 | 5 | -1 | -4 | 9 | 1 | -0.3 | 2 | -3 | -1 | -2
C=CCNC(=O)C1CCN(c2c([N+](=O)[O-])cc(C(F)(F)F)cc2[N+](=O)[O-])CC1 | 6 | 2 | 2 | -5 | 5 | 0.1 | 4 | -9 | -2 | 0
O=C(COC(=O)c1cccc(F)c1)Nc1cccc(S(=O)(=O)N2CCCCC2)c1 | 5 | 2 | -1 | -24 | 5 | 0.0 | 4 | 8 | 0 | 3
O=C(NCc1ccco1)C(Cc1ccccc1)N1C(=O)C2C3C=CC(C3)C2C1=O (configuration not stated) | -3 | -2 | -4 | -14 | -3 | 0.1 | 0 | 1 | 6 | 4
COCCn1c(SCC(=O)NC2CCCCC2)nnc1-c1ccncc1 | 1 | 2 | -2 | 5 | -3 | 0.1 | 4 | -2 | 4 | 2
N#C/C(=C\c1ccc(O)c(Br)c1)C(=O)N1CCCCC1 | -16 | -8 | -2 | 10 | -11 | 0.0 | -12 | -3 | 3 | -1
O=S1(=O)c2ccc(N3CCC[C@@H]3CO)cc2OCCCN1C1CC1 | / | -5 | -2 | -2 | 6 | -0.2 | -23 | / | 11 | -2
Cc1cccc(NC(=O)CSc2nc3c(c(=O)[nH]2)CCCC3)c1C | 6 | 2 | 0 | 5 | 6 | 0.2 | 5 | -5 | 3 | -8
COc1ccc(Nc2nc(=O)[nH]nc2C)cc1 | -5 | -1 | 6 | -1 | 3 | 0.2 | 4 | -10 | -2 | 7
CC1CC(NC(=O)/C(C#N)=C/c2ccc[nH]2)CC(C)(C)C1 (configuration not stated) | 5 | 7 | 4 | 5 | -10 | 0.2 | -2 | -1 | 6 | 1
